HT1080 IDH1KD tx = HT-1080 IDH1 knockdown cell toxicity (counter line); AID 686971; HT-1080 IDH1 knockdown viability, ATP luminescence, 48 h; Potency, µM (top dose mostly 46.1 µM), inactives show at the top dose activity, negative = toxicity, hits mostly cytotoxic; 360,000 compounds, 2% hits;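 further: potency means the concentration at half of the fitted maximal effect; 0% = DMSO wells and -100% = cell-free medium wells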
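Viability of IDH1-knockdown HT-1080 fibrosarcoma cells was assessed by CellTiter-Glo after 48 h at 37 °C with titrated compound; concentration-effect curves were classified by fit quality and response size.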
IL-1B inflam inh = blocks inflammasome-driven IL-1 beta release | THP-1 LPS/ATP IL-1B secretion, AlphaLISA, 16 h; stronger effect = lower value | activity change, % at 57.5 µM | 360,000 compounds, 4.7% hits | AID 743279; in the data active means activity change below about -50%; inconclusive means mostly about -30% to -49%; further: on the % scale 0 is the no-effect control and ±100 the full control effect
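THP-1 cells pretreated 1 hr with compounds (up to 57.5 uM final), then stimulated with LPS (250 ng/mL final) plus ATP (1.25 mM final); secreted IL-1B measured by AlphaLISA after 16 hr, decreased signal indicating inhibition.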
KB-V1 cytotox = kills drug-selected multidrug resistant KB-V1 cells. KB-V1 MDR cells viability, CellTiter-Glo, 72 h. Potency, µM (series often up to 46.1 µM), without a hit: at the top dose activity change, negative = cytotoxicity, actives largely listed as cytotoxic. 400,000 compounds, 3.4% hits. AID 1347076; further: potency means the concentration at half of the fitted maximal effect; on the % scale 0 is the no-effect control and ±100 the full control effect; nearly all actives have a fitted effect of over 60% in size
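Cytotoxicity toward P-gp-expressing KB-V1 cells was determined as loss of CellTiter-Glo luminescence after 72 h at 37 degrees C. Compounds were tested in quantitative HTS format across a concentration range, with curves fitted to normalized data.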
MCF10A rereplic = inducers of DNA re-replication in MCF 10A breast cells | AID 624296 | MCF 10A DNA re-replication, Hoechst nuclear intensity, 48 h | 350,000 compounds, 2.9% hits | Potency, µM (top dose mostly 46.1 µM), for the others: top-dose activity, positive = re-replication, usual class: activators; further: potency means the concentration at half of the fitted maximal effect; % of control where 0% means no effect; nearly all actives have a fitted effect of over 50% in size
ATXN viability = reduces viability in counter-screen for ATXN expression inhibitors; S2 cells (HEK-293 line with an ATXN2-luciferase reporter) viability, CellTiter-Fluor protease fluorescence, 24 h; Potency, µM (titrated, usually from 56.7 µM), most hits filed as cytotoxic; 400,000 compounds, 0.49% hits; further: potency means the concentration at half of the fitted maximal effect; nearly all actives have a fitted effect of over 40% in size
ATXN2 expr inh = inhibitors of ATXN2 expression | HEK-293 ATXN2-luciferase reporter, luminescence, 24 h | Potency, µM (highest dose often 57 µM), inactives show at the highest dose activity change, negative = inhibition, actives largely listed as inhibitors | 360,000 compounds, 0.72% hits | AID 1745845; further: potency means the concentration at half of the fitted maximal effect; on the % scale 0 is the no-effect control and ±100 the full control effect; nearly all actives have a fitted effect of over 55% in size
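qHTS (up to 57 uM final) was run with 24 h compound exposure of reporter cells at 37 °C. Each well was multiplexed: SteadyGlo luminescence measured ATXN2-luciferase expression after a fluorogenic Gly-Phe-AFC viability readout (25 uM final).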
HT1080-NT tox = kills 2HG-producing HT-1080-NT fibrosarcoma cells. AID 686970. Potency, µM (top dose mostly 46.1 µM), for the others: top-dose activity, negative = less viability, actives largely listed as cytotoxic. HT-1080-NT fibrosarcoma viability, CellTiter-Glo ATP luminescence, 48 h. 360,000 compounds, 1.6% hits;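 further: NT is the 2HG producing partner of a matched IDH1 knockdown line; potency means the concentration at half of the fitted maximal effect; 0% = DMSO-treated cells and -100% = media-only wells without cells; nearly all actives have a fitted effect of over 55% in size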
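HT-1080-NT fibrosarcoma cells (2HG-overproducing), 750 cells/well in RPMI with 5% FBS, dosed after 2 h and incubated 48 h at 37C. CellTiter-Glo luminescence normalized to DMSO and no-cell wells; concentration-response curves fitted and classed.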
SW480 rereplic = inducers of DNA re-replication in SW480 colon cancer cells; 340,000 compounds, 1.8% hits; Potency, µM (titrated, usually from 46.1 µM), for inactives: at the highest dose re-replication activation, most hits filed as activators; AID 624297; SW480 DNA re-replication, Hoechst DNA content imaging, 48 h; further: potency means the concentration at half of the fitted maximal effect; % of control where 0% means no effect; nearly all actives have a fitted effect of over 55% in size
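Treated cells incubate 48 hr (37 C, 5% CO2), are stained 40 min with Hoechst, and nuclear fluorescence is enumerated; a rise in nuclei with high DNA signal marks re-replication.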
KB-3-1 tox = KB-3-1 parental cell cytotoxicity; Potency, µM (doses to about 46.1 µM), for inactives: top-dose activity change, negative = cytotoxic, most hits filed as cytotoxic; AID 1347075; 400,000 compounds, 1.4% hits; KB-3-1 viability, CellTiter-Glo ATP luminescence, 72 h; further: potency means the concentration at half of the fitted maximal effect; on the % scale 0 is the no-effect control and ±100 the full control effect; nearly all actives have a fitted effect of over 60% in size
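Multi-concentration cytotoxicity screen in KB-3-1 cells grown in DMEM lacking phenol red with 10% FBS. After 72 h at 37 °C with compound, ATP-dependent luminescence was recorded.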
* hit, by the source's call; i = inactive; ? = inconclusive; nt = not tested or not shown; [ ] = another dose, or the depositor's remark. Unless noted, the call rests on the fitted dose curve; in most records, active means well fitted curve in the direction sought with a large enough effect; inconclusive means small, poorly fitted or top-dose-only effect, or another doubt; inactive means no such curve, though single readings can be large; an effect the other way counts as inactive or inconclusive. Not a hit list (roughly 11% active in at least one column).

The opening 9 entries (preview)
smiles | HT1080-NT tox | MCF10A rereplic | SW480 rereplic | ATXN viability | IL-1B inflam inh | ATXN2 expr inh | KB-V1 cytotox | HT1080 IDH1KD tx | KB-3-1 tox
Cc1ccc(S(=O)(=O)Nc2ccc(O)c3ccccc23)c(C)c1 | 29µM* | 21µM* | 1% | ? | -81* | -39% | -22% | ? | -4%
C[C@H](CO)N1C[C@H](C)[C@@H](CN(C)C(=O)Nc2ccc3c(c2)OCO3)Oc2c(NC(=O)c3ccncc3)cccc2C1=O | 5% | -3% | 1% | i | -4 | 9% | ? | 5% | 0%
Cc1cc(C(=O)Nc2cnc3ccccc3c2)ccc1[N+](=O)[O-] | 17% | -5% | -4% | i | 24 | 29%[11.3 µM] | -3% | 11% | 5%
O=C(CCn1c(=O)sc2ccccc21)NCc1cccs1 | 10% | -3% | -4% | i | ? | 1% | 5% | 0% | 16%
Cc1cc(C)cc(NC(=O)Cn2c(=O)c3ccccc3n3nncc23)c1 | nt | nt | nt | i | nt | -9% | 0% | nt | 21%
COc1ccc(-c2ccc(CN3C(CC(C)C)C(=O)N(Cc4cn(CC5CCCCC5)nn4)CCS3(=O)=O)cc2)cc1OC (centres undefined) | -15% | nt | nt | ? | -11 | -11% | ? | ? | -5%
CCCCNC(=O)c1onc(CSc2cccc3ccccc23)c1C(=O)O | -24% | ? | -3% | i | 12 | 38%[activator] | ? | -13% | -29%
CN(C(=O)c1nn(C)c2c1CSc1ccccc1-2)c1ccc(F)cc1 | 0% | 15% | -4% | i | 0 | 1% | -14% | 0% | 23%
CCc1ccc(NC(=O)NCc2ccccn2)cc1 | 13% | -2% | 4% | i | 0 | 13% | 3% | 4% | 0%

The list itself, from the start:
smiles | HT1080-NT tox | MCF10A rereplic | SW480 rereplic | ATXN viability | IL-1B inflam inh | ATXN2 expr inh | KB-V1 cytotox | HT1080 IDH1KD tx | KB-3-1 tox
Cc1ccc(S(=O)(=O)Nc2ccc(O)c3ccccc23)c(C)c1 | 29µM* | 21µM* | 1% | ? | -81* | -39% | -22% | ? | -4%
C[C@H](CO)N1C[C@H](C)[C@@H](CN(C)C(=O)Nc2ccc3c(c2)OCO3)Oc2c(NC(=O)c3ccncc3)cccc2C1=O | 5% | -3% | 1% | i | -4 | 9% | ? | 5% | 0%
Cc1cc(C(=O)Nc2cnc3ccccc3c2)ccc1[N+](=O)[O-] | 17% | -5% | -4% | i | 24 | 29%[11.3 µM] | -3% | 11% | 5%
O=C(CCn1c(=O)sc2ccccc21)NCc1cccs1 | 10% | -3% | -4% | i | ? | 1% | 5% | 0% | 16%
Cc1cc(C)cc(NC(=O)Cn2c(=O)c3ccccc3n3nncc23)c1 | nt | nt | nt | i | nt | -9% | 0% | nt | 21%
COc1ccc(-c2ccc(CN3C(CC(C)C)C(=O)N(Cc4cn(CC5CCCCC5)nn4)CCS3(=O)=O)cc2)cc1OC (centres undefined) | -15% | nt | nt | ? | -11 | -11% | ? | ? | -5%
CCCCNC(=O)c1onc(CSc2cccc3ccccc23)c1C(=O)O | -24% | ? | -3% | i | 12 | 38%[activator] | ? | -13% | -29%
CN(C(=O)c1nn(C)c2c1CSc1ccccc1-2)c1ccc(F)cc1 | 0% | 15% | -4% | i | 0 | 1% | -14% | 0% | 23%
CCc1ccc(NC(=O)NCc2ccccn2)cc1 | 13% | -2% | 4% | i | 0 | 13% | 3% | 4% | 0%
CCOC(=O)CC(NS(=O)(=O)c1ccc(OC)c(OC)c1)c1cccc([N+](=O)[O-])c1 (centres undefined) | 15% | 10% | 10% | i | 20 | 1% | 20% | 18% | 4%
CCN1CCCc2cc(CN(CCN3CCOCC3)C(=S)Nc3ccc(OC)c(OC)c3)ccc21 | 0% | -2% | -14% | i | 26 | -6% | 3% | 9% | 10%
CCOC(=O)C1CCN(C/C=C/c2ccccc2OC)CC1 | 15% | -7% | -4% | i | -8 | -10% | 7% | -21% | 2%
O=C(NN1C(=O)C2C3c4ccccc4C(c4ccccc43)C2C1=O)c1ccccc1 (centres undefined) | 0% | 12% | 0% | i | 12 | 1% | -1% | 3% | -3%
Cc1ccc(C(=O)Nc2nc(C)c(C)s2)o1 | -16% | 16% | -5% | i | 0 | 4% | -21% | -17% | ?
CCOc1ccc(NC(=S)NNC(=O)c2ccc(Br)cc2)cc1 | 14% | 1% | -12% | i | -64* | -12% | ? | 10% | -5%
FC(F)(F)c1nnc2ccc(-n3ccnc3)nn12 | -7% | -3% | 2% | i | 13 | 6% | 8% | -2% | 9%
CCCN(CCC)Cc1c(C(=O)N/N=C/CCc2ccccc2)nnn1-c1nonc1N | 11% | 6% | -15% | i | -1 | -15% | 9% | 3% | 13%
COc1ccc(NC(=O)CN2C(=O)NC(C)(C3CC3)C2=O)cc1S(=O)(=O)N1CCCCC1 (centres undefined) | -3% | -5% | -6% | i | -2 | 3% | 0% | -4% | -1%
Cc1ccc(NC(=S)N/N=C/c2cccn2Cc2ccccc2F)cc1 | -2% | 2% | -1% | i | 9 | -6% | 3% | -10% | -4%
COC(=O)c1ccc(COc2ccc(/C=N/O)cc2OC)o1 | -10% | 4% | -1% | i | -18 | 23% | -14% | -7% | -4%
COc1ccc(-c2nc(S(=O)(=O)c3ccccc3)c(N3CCOCC3)o2)cc1 | -2% | -4% | -15% | i | 14 | 0% | -6% | -3% | 1%
O=C(COC(=O)c1cc([N+](=O)[O-])ccc1N1CCOCC1)NCc1ccc(Cl)cc1Cl | -4% | -6% | 29% | i | -11 | -8% | -11% | -28% | 1%
COc1ccccc1C(=O)NNC(=O)c1ccc(Cl)cc1 | 3% | 4% | -17% | i | 0 | 1% | 0% | 3% | -4%
CC1CC1C(=O)Nc1cc(S(=O)(=O)N2CCOCC2)ccc1N1CCCC1 (centres undefined) | 16% | ? | ? | i | 2 | 8% | -13% | 18% | 1%
CCOc1ccc2cc(C#N)c(SCC(=O)OC)nc2c1 | -17% | 10% | 0% | i | 4 | 110%[activator] | -33% | 0% | 1%
O=C(CSc1ccc2c(c1)OCCO2)NCc1ccco1 | -1% | -2% | -11% | i | 18 | 4% | 13% | 5% | -2%
CCOC(=O)C(CC)(CCC(=O)O)c1csc(N)n1 (centres undefined) | 5% | 1% | 0% | i | 0 | 5% | -5% | 13% | 15%
COc1ccc(-n2nc([N+](=O)[O-])c(=NCCC3=CCCCC3)n2O)cc1 | -14% | ? | 8% | ? | -55* | 17% | ? | -12% | -11%
O=C(COC(=O)C1CCCN1C(=O)c1cccs1)c1ccccc1 (centres undefined) | -6% | ? | -16% | ? | 14 | -7% | 0% | -1% | -17%
COc1cccc(C(=O)CC(C(=O)O)c2ccc(F)cc2)c1 (centres undefined) | 6% | -9% | -14% | i | 27 | 7% | 4% | 15% | 9%
Cc1cc(C)cc(OCC(=O)Nc2cccc(-c3nnc(-c4ccco4)o3)c2)c1 | -2% | -2% | -2% | i | 0 | 10% | 15µM* | 10% | 0%
Cc1nn(C)c(Cl)c1C(=O)NCC(=O)O | 15% | -2% | 0% | i | 2 | -4% | ? | 7% | 8%
CCCC(=O)OCC(=O)Nc1ccccc1Sc1ccccc1 | 10% | -4% | -5% | i | 25 | -8% | 6% | 1% | 3%
O=c1cc(-c2ccccc2)nc2nc(SCc3ccccc3)[nH]n12 | -2% | ? | -7% | i | 33 | 12% | -3% | -1% | 10%
CCOc1ccc(N=c2cc(-c3ccc(OC)cc3)oc3ccccc23)cc1 | -22% | 2% | 10% | ? | -14 | -20% | ? | ? | -19%
CCc1ccc(C(=O)COC(=O)C(Cc2ccccc2)NC(=O)C2CCC(C)CC2)cc1 (centres undefined) | -12% | ? | 2% | i | 0 | -11% | -11% | -2% | 2%
CCOC(=O)N1CCN(C(=O)c2cc3cc(F)ccc3[nH]2)CC1 | -1% | 6% | -2% | i | 19 | -12% | -8% | -1% | 1%
COCCCn1c(SCC(=O)OC2CCCCC2)nnc1-c1cccs1 | 2% | -2% | 0% | i | -9 | 6% | ? | -10% | 14%
CCOc1ccc(CCNC(=O)C2CCC(=O)N2C2CCCCC2)cc1OCC (centres undefined) | 8% | -3% | -3% | i | 14 | 5% | 13% | 2% | 5%
Cc1ccccc1C(CC(=O)c1cccs1)C(C#N)C#N (centres undefined) | -30% | ? | ? | ? | -107* | -15% | -17% | ? | 0%
CC(C)c1ccc(N(C(=O)c2ccc3c(c2)OCO3)C2C=CS(=O)(=O)C2)cc1 (centres undefined) | 1% | -1% | -9% | i | -2 | -8% | -12% | 2% | -10%
CCOC(=O)C1CCCN(S(=O)(=O)Cc2ccccc2Cl)C1 (centres undefined) | 4% | 8% | -5% | i | 0 | -36% | 1% | 0% | 15%
CCOc1ccccc1N1CCN(S(=O)(=O)c2ccc(Cl)s2)CC1 | -2% | 5% | -2% | i | -22 | -9% | -5% | -2%[9.24 µM] | 2%
CCOc1cccc(/C(O)=C2/C(=O)C(=O)N(CCOC)C2c2ccncc2)c1 (centres undefined) | 4% | 1% | 1% | i | 12 | 6% | 13% | 4% | 2%
COc1ccc(CCC(=O)OC(C)C(=O)c2ccc(C)cc2)cc1 (centres undefined) | 13% | 7% | 0% | i | -9 | -1% | 12% | 13% | 4%
CCC(C)NS(=O)(=O)c1ccc(NS(=O)(=O)c2ccccc2[N+](=O)[O-])cc1 (centres undefined) | 0% | ? | -53%[inhibitor] | i | 12 | -21% | 21% | -3% | 4%
COc1cc(CNC2CCCCC2)c(Br)cc1OC1CCCC1 | 6% | 20% | 1% | ? | -64* | nt | ? | 0% | ?
CC(O)CC(C)O (centres undefined) | 1% | 32% | 22% | i | 0 | 15% | 14% | 12% | 0%
O=C(NCC(=O)N(Cc1ccco1)C(C(=O)NC1CCCCC1)c1ccncc1)c1cccs1 (centres undefined) | 1% | 1% | -9% | i | -12 | -9% | -10% | 6% | -7%
